Apaf1 inhib = inhibitors of human Apaf-1 apoptosome, primary screen, biochemical, DEVD-Rh110 fluorescence, uHTS; Apoptotic protease-activating factor 1 (Homo sapiens), O14727; reconstituted apoptosome caspase-3 activity; inhibition, % at 20 µM; 330,000 tested, 0.71% active; AID 489030, 2010; active means inhibition of at least 40% at 20 µM;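 further: plate controls were DMSO wells for no effect and DEVD-CHO caspase inhibitor wells for full effect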
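Medium: Hepes buffer, pH 7.5 / System: biochemical Apaf-1 apoptosome reconstitution / Measured by: Rh110 fluorescence, excitation 480 nm, emission 540 nm / Times: compound with Apaf-1, dATP, procaspase-3 30 min, then 50 min reaction, room temperature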
mIAP block = inhibitors of mouse IAP, primary screen, biochemical, luminescence, uHTS | intestinal alkaline phosphatase [Mus musculus] | purified mouse IAP, CDP-Star luminescence, 30 min | inhibition, % at 10 µM | 330,000 tested, 0.2% active | AID 2806, 2010;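 active means inhibition of at least 40% at 10 µM in the primary screen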;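 further: plate controls were DMSO with enzyme for no effect and no enzyme wells for full effect; values of inactives mirror those of a sister screen read the other way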
ATG4B inhibitor = ATG4B protease inhibitors, primary screen, biochemical, fluorescence, uHTS; Cysteine protease ATG4B (Homo sapiens), Q9Y4P1; ATG4B cleavage of LC3-PLA2, NBD-HPC fluorescence, 1 h; inhibition, % at 8.33 µM; 340,000 tested, 0.51% active; in the data active means inhibition above about 40%
Target sequence (Q9Y4P1 whole entry, looked up): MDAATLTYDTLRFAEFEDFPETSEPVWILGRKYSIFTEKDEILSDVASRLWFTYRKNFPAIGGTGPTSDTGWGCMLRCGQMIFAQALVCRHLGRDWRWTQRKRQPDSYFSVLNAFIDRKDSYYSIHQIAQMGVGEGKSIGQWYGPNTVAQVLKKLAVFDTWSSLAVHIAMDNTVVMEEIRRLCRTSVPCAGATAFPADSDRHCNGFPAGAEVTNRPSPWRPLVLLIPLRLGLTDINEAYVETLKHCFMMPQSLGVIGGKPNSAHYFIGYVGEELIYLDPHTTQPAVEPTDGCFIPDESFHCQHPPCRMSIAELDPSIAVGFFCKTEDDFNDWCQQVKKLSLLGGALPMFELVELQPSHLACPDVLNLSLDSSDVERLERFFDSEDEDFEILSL
hIAP act = human IAP activators, primary screen, biochemical, luminescence, uHTS; purified human IAP, CDP-Star luminescence, 30 min; stronger effect = higher value; 1 = vehicle-only enzyme, 0 = enzyme-free background; activation factor at 10 µM; 330,000 tested, 0.16% active; AID 2524, 2010;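 active means activation factor of the enzyme at least 2-fold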; further: the source names both 10 and 20 µM as test concentration; values of inactives mirror those of a sister screen read the other way
Target sequence (P09923 whole entry, looked up): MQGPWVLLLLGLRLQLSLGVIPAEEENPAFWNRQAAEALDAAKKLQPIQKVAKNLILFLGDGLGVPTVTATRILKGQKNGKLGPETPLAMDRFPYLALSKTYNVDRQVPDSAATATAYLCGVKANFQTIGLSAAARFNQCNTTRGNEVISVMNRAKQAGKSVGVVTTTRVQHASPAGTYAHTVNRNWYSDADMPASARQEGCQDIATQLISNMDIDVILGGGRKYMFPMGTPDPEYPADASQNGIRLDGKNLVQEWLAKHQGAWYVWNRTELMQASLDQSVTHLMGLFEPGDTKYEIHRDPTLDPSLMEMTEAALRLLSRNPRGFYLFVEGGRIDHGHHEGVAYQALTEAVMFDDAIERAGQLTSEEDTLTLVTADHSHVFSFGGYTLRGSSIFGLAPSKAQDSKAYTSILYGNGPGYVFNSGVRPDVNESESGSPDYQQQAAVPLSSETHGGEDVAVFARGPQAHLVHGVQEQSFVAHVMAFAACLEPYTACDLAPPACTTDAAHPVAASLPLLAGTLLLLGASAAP
tim10-1 inh = growth inhibitors of tim10-1 mutant yeast, primary screen, luminescence, uHTS. S. cerevisiae tim10-1 ts strain growth, BacTiter-Glo, 24 h. inhibition, % at 20 µM. 330,000 tested, 2.2% active. AID 463190, 2010;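 active means inhibition of at least 40%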;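 further: mutant grown at 25 °C; 0% = DMSO wells with yeast and 100% = wells holding no yeast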
mIAP act = activators of mouse IAP, primary screen, biochemical, luminescence, uHTS; intestinal alkaline phosphatase [Mus musculus]; muIAP, CDP-Star luminescence, 30 min; stronger effect = higher value; 1 = vehicle-only enzyme signal, 0 = enzyme-free wells; activation factor at 10 µM; 330,000 tested, 0.24% active;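 active means activation factor of at least 2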; further: the source names both 10 and 20 µM as test concentration; values of inactives mirror those of a sister screen read the other way
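Assay system: mouse IAP enzyme; reagent: chemiluminescent substrate CDP-Star; dosing: test compounds delivered from DMSO solution; schedule: 30 min at room temperature; measured by: luminescence from enzymatic CDP-Star hydrolysis; controls: DMSO-only wells and no-enzyme negative control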
NLRP3 yeast inh = NALP3 inflammasome inhibitors in reconstituted yeast, primary screen, luminescence, uHTS. AID 2825, 2010. inhibition, % at 10 µM. Yeast reconstituted NLRP3/ASC/caspase-1, beta-gal luminescence, 24 h. 330,000 tested, 0.39% active;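 active means inhibition of 50% or more; inactive means inhibition below 50%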;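 further: plate controls were induced DMSO wells for no effect and uninduced yeast grown without galactose for full effect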
hIAP inh = human IAP inhibitors, primary screen, biochemical, luminescence, uHTS; Intestinal-type alkaline phosphatase (Homo sapiens), P09923; 330,000 tested, 0.12% active; AID 2544, 2010; inhibition, % at 10 µM; purified IAP, CDP-Star luminescence, 30 min;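 active means inhibition reaching a set limit with compound at 10 µM in the primary screen, cut at about 35% in these data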;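 further: plate controls were DMSO wells with enzyme for no effect and no-enzyme buffer wells for full effect; values of inactives mirror those of a sister screen read the other way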
TIM10 inh = growth inhibitors of isogenic TIM10 control yeast, primary screen, counter-screen for tim10-1 yeast inhibitor project, luminescence, uHTS | S. cerevisiae TIM10 strain growth, BacTiter-Glo luminescence, 24 h | AID 463195, 2010 | inhibition, % at 10 µM | 330,000 tested, 1.4% active;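 active means inhibition of 40% or more at the single tested concentration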;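 further: wild-type TIM10 isogenic control strain grown at permissive 25 °C; 0% = DMSO yeast wells and 100% = minimal medium wells without yeast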
Starred values were filed as active, the others as inactive. No enrichment for hits; 4.5% or so of the library scored in one or more.

The first 2 compounds as a preview:
COC(=O)/C(=C\Nc1ccc(Cl)cc1Cl)NC(=O)c1ccc(Cl)cc1Cl was read as Apaf1 inhib 19, mIAP block -5, ATG4B inhibitor -14, hIAP act 1.2, tim10-1 inh -5, mIAP act 1.1, NLRP3 yeast inh -4, hIAP inh -16 and TIM10 inh -5.
`CC(C)(C)n1nnnc1C(c1cccs1)N1CCN(c2ccccc2)CC1` (stereo not given) gave Apaf1 inhib 12, mIAP block 5, ATG4B inhibitor 4, hIAP act 1, tim10-1 inh -14, mIAP act 0.95, NLRP3 yeast inh 6, hIAP inh -2 and TIM10 inh 24.

The listing, repeating the preview:
COC(=O)/C(=C\Nc1ccc(Cl)cc1Cl)NC(=O)c1ccc(Cl)cc1Cl was read as Apaf1 inhib 19, mIAP block -5, ATG4B inhibitor -14, hIAP act 1.2, tim10-1 inh -5, mIAP act 1.1, NLRP3 yeast inh -4, hIAP inh -16 and TIM10 inh -5.
`CC(C)(C)n1nnnc1C(c1cccs1)N1CCN(c2ccccc2)CC1` (stereo not given) gave Apaf1 inhib 12, mIAP block 5, ATG4B inhibitor 4, hIAP act 1, tim10-1 inh -14, mIAP act 0.95, NLRP3 yeast inh 6, hIAP inh -2 and TIM10 inh 24.
Screening CC(C)Cn1c(N)c(C(=O)COC(=O)c2cccnc2Cl)c(=O)n(C)c1=O returned Apaf1 inhib 4, mIAP block -6, ATG4B inhibitor -2, hIAP act 1, tim10-1 inh 6, mIAP act 1.1, NLRP3 yeast inh 5, hIAP inh -3 and TIM10 inh -10.
For COc1ccc(/C=N/NC(=O)C(=O)NCC2CCCO2)cc1 (stereo not given) the results were Apaf1 inhib 3, mIAP block 6, ATG4B inhibitor -12, hIAP act 1, tim10-1 inh 7, mIAP act 0.94, NLRP3 yeast inh 9, hIAP inh -1 and TIM10 inh -19.
Cc1[nH]ncc1N=Cc1ccc([N+](=O)[O-])cc1 was read as Apaf1 inhib -9, mIAP block 9, ATG4B inhibitor -6, hIAP act 1.1, tim10-1 inh 11, mIAP act 0.91, NLRP3 yeast inh 5, hIAP inh -13 and TIM10 inh 25.
For COc1cccc(N2CCN(c3ccc4nnc(CCC(=O)Nc5ccccc5OC)n4n3)CC2)c1 the results were Apaf1 inhib 21, mIAP block 11, ATG4B inhibitor -2, hIAP act 0.82, tim10-1 inh 3, mIAP act 0.89, NLRP3 yeast inh 4, hIAP inh 18 and TIM10 inh 15.
`CCOC(=O)C1(Cc2ccccc2C)CCCN(Cc2cc(OC)c(O)c(OC)c2)C1` (stereo not given) gave Apaf1 inhib 7, mIAP block 5, ATG4B inhibitor 7, hIAP act 1.1, tim10-1 inh 3, mIAP act 0.95, NLRP3 yeast inh 12, hIAP inh -5 and TIM10 inh -4.
For Cc1cc(C)nc(/N=C(/NC(=O)Nc2cccc(Cl)c2)Nc2ccccc2)n1 the results were Apaf1 inhib 0, mIAP block -3, ATG4B inhibitor -34, hIAP act 1.2, tim10-1 inh 23, mIAP act 1, NLRP3 yeast inh 17, hIAP inh -19 and TIM10 inh 11.
S=c1[nH]nc(-c2ccncc2)n1CC1CCCO1 (stereo not given) was read as Apaf1 inhib 4, mIAP block 1, ATG4B inhibitor -6, hIAP act 1.1, tim10-1 inh 4, mIAP act 0.99, NLRP3 yeast inh 10, hIAP inh -8 and TIM10 inh -15.
Cc1nc2c(C)cccn2c1/C(O)=C1\C(=O)C(=O)N(CCN2CCOCC2)C1c1ccncc1 (stereo not given) was read as Apaf1 inhib -9, mIAP block 12, ATG4B inhibitor -2, hIAP act 1, tim10-1 inh -5, mIAP act 0.89, NLRP3 yeast inh 8, hIAP inh -4 and TIM10 inh 3.
Screening O=C(NNS(=O)(=O)c1ccccc1)c1csc(-c2cccnc2)n1 returned Apaf1 inhib 2, mIAP block 2, ATG4B inhibitor -4, hIAP act 0.92, tim10-1 inh 2, mIAP act 0.97, NLRP3 yeast inh 8, hIAP inh 8 and TIM10 inh 9.
COc1cccc(/C=C/C(=O)c2ccc(NC3=NCCCS3)cc2)c1 was read as Apaf1 inhib 12, mIAP block 10, ATG4B inhibitor 0, hIAP act 0.84, tim10-1 inh 43*, mIAP act 0.91, NLRP3 yeast inh 0, hIAP inh 16 and TIM10 inh 38.
For O=C(O)c1ccccc1NC(=O)C(c1ccccc1)c1ccccc1 the results were Apaf1 inhib -4, mIAP block 3, ATG4B inhibitor 5, hIAP act 0.96, tim10-1 inh -7, mIAP act 0.97, NLRP3 yeast inh 2, hIAP inh 4 and TIM10 inh 6.
CN(C(=O)CSc1cc(Cl)ccc1Cl)C1CCS(=O)(=O)C1 (stereo not given) was read as Apaf1 inhib -6, mIAP block 2, ATG4B inhibitor 1, hIAP act 1.1, tim10-1 inh 10, mIAP act 0.98, NLRP3 yeast inh -10, hIAP inh -10 and TIM10 inh 4.
O=C1OC(c2ccc(Cl)cc2)=N/C1=C\C=C\c1ccco1 was read as Apaf1 inhib 13, mIAP block 6, ATG4B inhibitor 0, hIAP act 1.1, tim10-1 inh 14, mIAP act 0.94, NLRP3 yeast inh 12, hIAP inh -9 and TIM10 inh 24.
`COc1cc(/C=N/Nc2ccc(Cl)c(C(=O)O)c2)ccc1OC(=O)c1cccs1` gave Apaf1 inhib -1, mIAP block -9, ATG4B inhibitor 2, hIAP act 1.1, tim10-1 inh 15, mIAP act 1.1, NLRP3 yeast inh 3, hIAP inh -7 and TIM10 inh 29.
For c1ccc(Nc2nc3ccccc3n3cnnc23)cc1 the results were Apaf1 inhib 9, mIAP block -3, ATG4B inhibitor 2, hIAP act 0.96, tim10-1 inh 22, mIAP act 1, NLRP3 yeast inh 16, hIAP inh 4 and TIM10 inh 14.
COc1cccc(NC(=S)NNC(=O)c2c([N+](=O)[O-])c(C)nn2C)c1 was read as Apaf1 inhib -11, mIAP block 17, ATG4B inhibitor 2, hIAP act 0.79, tim10-1 inh 24, mIAP act 0.83, NLRP3 yeast inh -4, hIAP inh 21 and TIM10 inh 16.
`COc1cc(C2c3c(oc4c(C)cc(C)cc4c3=O)C(=O)N2Cc2cccnc2)ccc1O` (stereo not given) gave Apaf1 inhib 1, mIAP block -1, ATG4B inhibitor -7, hIAP act 1.1, tim10-1 inh 21, mIAP act 1, NLRP3 yeast inh -1, hIAP inh -13 and TIM10 inh 20.
COc1ccc(N(Cc2cc3cccc(C)c3[nH]c2=O)S(=O)(=O)c2ccc(OC)cc2)cc1 was read as Apaf1 inhib 13, mIAP block 7, ATG4B inhibitor -7, hIAP act 1, tim10-1 inh 8, mIAP act 0.93, NLRP3 yeast inh 14, hIAP inh 0 and TIM10 inh 8.
CC(=O)N1c2c(cc(Br)cc2S(=O)(=O)NCc2cccnc2)CC1C (stereo not given) was read as Apaf1 inhib 9, mIAP block -5, ATG4B inhibitor -1, hIAP act 1.2, tim10-1 inh 30, mIAP act 1.1, NLRP3 yeast inh -12, hIAP inh -20 and TIM10 inh 7.
COCCNC(=S)Nc1ccc(S(=O)(=O)Nc2cnc3ccccc3n2)cc1 was read as Apaf1 inhib -4, mIAP block 3, ATG4B inhibitor -8, hIAP act 1.1, tim10-1 inh 3, mIAP act 0.97, NLRP3 yeast inh 15, hIAP inh -8 and TIM10 inh 0.
`CSc1nc2ccsc2c(=O)n1-c1cccnc1` gave Apaf1 inhib -6, mIAP block 0, ATG4B inhibitor -8, hIAP act 1, tim10-1 inh 6, mIAP act 1, NLRP3 yeast inh 17, hIAP inh -4 and TIM10 inh 7.
Screening CC(C)Oc1cccc(C(=O)Nc2ccccc2N2CCOCC2)c1 returned Apaf1 inhib 3, mIAP block 13, ATG4B inhibitor -1, hIAP act 1.1, tim10-1 inh 31, mIAP act 0.87, NLRP3 yeast inh 20, hIAP inh -9 and TIM10 inh 5.
`CCOC(=O)N1CCC(N(CCN(C)C)C(=S)Nc2ccccc2OC)CC1` gave Apaf1 inhib -22, mIAP block 7, ATG4B inhibitor -11, hIAP act 1.1, tim10-1 inh 3, mIAP act 0.93, NLRP3 yeast inh 0, hIAP inh -7 and TIM10 inh -17.
`COc1ccc(OC)c(/C=N/NC(=O)CCCC(=O)Nc2cccc(Br)c2)c1` gave Apaf1 inhib 0, mIAP block -2, ATG4B inhibitor -11, hIAP act 0.85, tim10-1 inh 11, mIAP act 1, NLRP3 yeast inh -12, hIAP inh 15 and TIM10 inh -6.
CC(=O)c1c(NC(=O)c2ccccc2)[nH]c(-c2ccccc2)nc1=S was read as Apaf1 inhib 11, mIAP block 2, ATG4B inhibitor 2, hIAP act 0.92, tim10-1 inh -23, mIAP act 0.98, NLRP3 yeast inh 7, hIAP inh 8 and TIM10 inh 5.
CCCCOc1ccc(-c2nnn(C(C)C(=O)OCC)n2)cc1 (stereo not given) was read as Apaf1 inhib 36, mIAP block -3, ATG4B inhibitor -6, hIAP act 1.2, tim10-1 inh 12, mIAP act 1, NLRP3 yeast inh 27, hIAP inh -21 and TIM10 inh 10.
COc1ccc(S(=O)(=O)NC2CCCC2)cc1Cl was read as Apaf1 inhib 3, mIAP block 3, ATG4B inhibitor 2, hIAP act 0.9, tim10-1 inh 14, mIAP act 0.97, NLRP3 yeast inh 13, hIAP inh 10 and TIM10 inh 14.
CC(C)C(=O)N/N=C/c1ccc(OCc2ccccc2)cc1 was read as Apaf1 inhib 5, mIAP block -3, ATG4B inhibitor -8, hIAP act 1.1, tim10-1 inh 5, mIAP act 1, NLRP3 yeast inh 15, hIAP inh -14 and TIM10 inh 0.
For COC(=O)c1ccc(NC(=O)C(=O)N2CCN(C(=S)Nc3cccc(C)c3C)CC2)cc1 the results were Apaf1 inhib -2, mIAP block -1, ATG4B inhibitor -7, hIAP act 0.98, tim10-1 inh -1, mIAP act 1, NLRP3 yeast inh 4, hIAP inh 2 and TIM10 inh -8.
`O=C(CCCN1C(=O)c2ccccc2C1=O)Nc1cccc(S(=O)(=O)NC2=NCCC2)c1` gave Apaf1 inhib 7, mIAP block -12, ATG4B inhibitor 7, hIAP act 1.2, tim10-1 inh -9, mIAP act 1.1, NLRP3 yeast inh 8, hIAP inh -22 and TIM10 inh 7.
Screening CC(=O)N=C1SC2CS(=O)(=O)CC2N1c1cccc(Cl)c1Cl (stereo not given) returned Apaf1 inhib 1, mIAP block 9, ATG4B inhibitor 2, hIAP act 0.94, tim10-1 inh 3, mIAP act 0.91, NLRP3 yeast inh -2, hIAP inh 6 and TIM10 inh 9.
COc1ccc(/C=N/NC(=O)C(=O)N2CCCCCC2)cc1[N+](=O)[O-] was read as Apaf1 inhib -5, mIAP block 9, ATG4B inhibitor 5, hIAP act 1, tim10-1 inh -11, mIAP act 0.91, NLRP3 yeast inh 6, hIAP inh 0 and TIM10 inh -1.
Screening CC(C)C(=O)N1CCN(c2ccc(NC(=O)c3ccc4c(c3)OCCO4)cc2)CC1 returned Apaf1 inhib -28, mIAP block -2, ATG4B inhibitor -6, hIAP act 0.95, tim10-1 inh 3, mIAP act 1, NLRP3 yeast inh 6, hIAP inh 5 and TIM10 inh 6.

Assay outcomes as filed in PubChem.
